Screens deposited in PubChem BioAssay by several laboratories.
MEP2 TOR yeast: modulators of MEP2-GFP levels in yeast, primary screen, S. cerevisiae, multiplex flow cytometry, MLPCN library | S. cerevisiae MEP2-GFP strain, 3 h; 100% = DMSO control level | GFP response vs DMSO, % at 10 µM | hit rate 0.51% among 330,000 | AID 2016, 2009;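 active means GFP response versus DMSO above a set limit, roughly screen mean plus 3 SD, cut at about 180% in these data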;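 further: median GFP fluorescence of the barcode-gated MEP2-GFP cells per well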
Efflux pump mplx: inhibitors of Candida efflux pumps in yeast, primary screen, S. cerevisiae, Nile Red, multiplex; S. cerevisiae Candida pump triplex; inhibition, % at 10 µM; hit rate 0.44% among 330,000; AID 485275, 2010;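 active means plate passing quality check with inhibition over a set limit, or well fluorescence over plate mean plus 4 SD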;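 further: Nile Red retained in pooled yeast measured as flow cytometry median fluorescence; 0% = buffer negative control and 100% = Enniatin B positive control; higher means more Nile Red kept so more efflux inhibition; some compounds called inactive have numbers as strong as hits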
Yeast superoxide: reduction of superoxide in aged yeast, primary screen, HTS | S. cerevisiae aged cells, superoxide DHE fluorescence; active compounds read low | superoxide response (% of plate mean), % at 10 µM | hit rate 0.18% among 330,000 | AID 2690, 2010;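 active means superoxide response under a set limit, about three screen SD below normal, cut at about 65% in these data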;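 further: yeast aged for seven days with compound at 30 °C before DHE staining; 100% = average MFI of all compound-treated wells on the plate with controls excluded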
AGP1 TOR yeast: modulators of AGP1-GFP expression in yeast TOR pathway, primary screen, cell-based, multiplex flow cytometry, S. cerevisiae, MLPCN library; 3 h; GFP as percent of DMSO wells; GFP response vs DMSO, % at 10 µM; hit rate 0.02% among 320,000;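 active means GFP response relative to DMSO above a set limit, near screen average plus 3 SD, cut at about 150% in these data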;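 further: median GFP channel fluorescence of the gated AGP1 strain per well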
CIT2 TOR yeast: modulators of CIT2-GFP expression in yeast, primary screen, S. cerevisiae, GFP fusion, multiplex flow cytometry, MLPCN library; S. cerevisiae CIT2-GFP strain, 3 h; 100 means same as DMSO wells; GFP response vs DMSO, % at 10 µM; hit rate 0.065% among 320,000;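 active means GFP response relative to DMSO above a set limit, near the screen mean plus 3 SD, cut at about 150% in these data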;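 further: ratio of well median GFP fluorescence to mean of DMSO wells on the plate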
AHR act: AHR activators, primary screen, cell-based, luminescence, luciferase reporter, human. hit rate 2.5% among 320,000. Aryl hydrocarbon receptor (Homo sapiens), P35869. AHR-responsive luciferase reporter cells. activation, % at 5 µM; in the data active means activation above about 47%;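 further: 0% = vehicle wells and 100% = reference agonist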
Target sequence (P35869 whole entry, looked up): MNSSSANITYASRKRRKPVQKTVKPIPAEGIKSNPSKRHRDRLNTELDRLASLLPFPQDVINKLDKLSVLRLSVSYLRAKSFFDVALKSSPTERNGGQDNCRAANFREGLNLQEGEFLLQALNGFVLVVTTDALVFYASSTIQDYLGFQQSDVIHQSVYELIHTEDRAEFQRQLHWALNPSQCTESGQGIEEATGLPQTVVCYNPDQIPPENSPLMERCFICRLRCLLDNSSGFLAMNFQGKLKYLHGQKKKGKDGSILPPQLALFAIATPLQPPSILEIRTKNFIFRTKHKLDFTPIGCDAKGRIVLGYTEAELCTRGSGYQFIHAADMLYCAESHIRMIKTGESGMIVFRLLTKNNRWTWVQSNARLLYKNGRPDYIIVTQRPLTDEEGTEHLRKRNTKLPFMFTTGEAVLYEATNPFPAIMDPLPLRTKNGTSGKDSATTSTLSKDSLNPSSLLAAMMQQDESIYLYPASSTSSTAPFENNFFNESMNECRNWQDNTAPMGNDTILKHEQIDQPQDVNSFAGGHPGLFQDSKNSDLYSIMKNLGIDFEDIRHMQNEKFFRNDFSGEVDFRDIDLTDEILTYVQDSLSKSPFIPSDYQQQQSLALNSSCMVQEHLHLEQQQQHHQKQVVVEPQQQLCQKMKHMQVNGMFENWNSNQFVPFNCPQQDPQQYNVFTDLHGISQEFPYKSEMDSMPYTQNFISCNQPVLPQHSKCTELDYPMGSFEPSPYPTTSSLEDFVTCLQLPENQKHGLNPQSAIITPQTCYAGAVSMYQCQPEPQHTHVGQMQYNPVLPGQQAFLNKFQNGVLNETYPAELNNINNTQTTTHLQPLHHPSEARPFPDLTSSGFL
LAP4-GFP MLPCN: modulators of LAP4-GFP expression in yeast, primary screen, S. cerevisiae, multiplex flow cytometry, MLPCN library | 3 h; median GFP as percent of DMSO wells | GFP response vs DMSO, % at 10 µM | hit rate 0.34% among 320,000 | AID 2023, 2009;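 active means GFP response vs DMSO above a set limit, about the screen mean plus 3 SD, cut at about 150% in these data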
RPL19A-GFP yeast: RPL19A-GFP expression modulators in yeast, primary screen, cell-based, S. cerevisiae, multiplex flow cytometry, MLPCN | S. cerevisiae RPL19A-GFP strain, 3 h; active compounds read low | percent response vs DMSO, % at 10 µM | hit rate 0.3% among 330,000 | AID 2025, 2009;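 active means percent response vs DMSO below 50%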;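 further: median channel GFP fluorescence of the barcoded RPL19A-GFP strain; ratio of sample median GFP to plate DMSO average so 100% = DMSO; lower means less RPL19A-GFP as with rapamycin TOR inhibition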
* = called active by the depositor; x = no result given.

SMILES	MEP2 TOR yeast	Efflux pump mplx	Yeast superoxide	AGP1 TOR yeast	CIT2 TOR yeast	AHR act	LAP4-GFP MLPCN	RPL19A-GFP yeast
Clc1ccc2c(N/N=C/c3cccc(Br)c3)ccnc2c1	108	-0.1	127	98	93	46	106	96
O=C(/C=C/c1ccccc1[N+](=O)[O-])NCCN1C(=O)S/C(=C\c2ccc(F)cc2)C1=O	107	-0.2	97	105	109	8	103	112
O=C(c1cc2cc3ccc(Cl)cc3nc2o1)N1CCCCCC1	93	-0.1	97	90	91	-4	103	90
CC(O)C(=O)N/N=C/c1ccccc1C(=O)O (stereo not drawn)	101	-0.3	90	110	100	5	111	93
Nc1ncnc(Nc2cc(Cl)cc(Cl)c2)c1[N+](=O)[O-]	101	0.3	99	97	93	5	100	100
COC(=O)[C@H](CC(C)C)N(Cc1ccccc1)S(=O)(=O)N(Cc1ccccc1)[C@@H](CC(C)C)C(=O)OC	98	-0.2	90	94	89	-1	99	99
O=C(Cn1cnc2ccccc2c1=O)Nc1ccccc1N1CCOCC1	95	0.0	105	94	96	0	90	102
Cc1cc(C(F)(F)F)n(-c2nc(C(=O)NNS(=O)(=O)c3ccccc3)cs2)n1	102	0.1	90	105	100	0	100	97
Cc1n[nH]c(=S)n1/N=C/c1ccc(Br)o1	107	-0.1	101	104	101	1	95	98
c1ccc(Cn2ncc3ccccc32)cc1	97	0.1	114	98	92	0	106	99
COc1ccc(-n2c(SCC(=O)NCC3CCCO3)nc3ccccc32)cc1 (stereo not drawn)	110	0.0	87	98	103	0	112	99
Cc1c(C#N)c(N=CN(C)C)c(C(=O)c2ccccc2)n1-c1ccc(Br)cc1	107	0.0	89	106	100	1	99	102
COC(=O)c1ccc(Nc2ncnc3sccc23)cc1	98	0.0	89	91	93	6	101	99
CCCCc1ccc(NC(=S)Nc2cccnc2)cc1	93	0.2	103	117	88	2	104	96
COc1ccc(CC(=O)OCC(=O)NCc2ccc(C)cc2)cc1OC	99	0.1	98	99	100	4	106	99
COc1ccc2c(c1)OC[C@H]1[C@H]2N2C(=O)CN(Cc3ccco3)C(=O)[C@@]2(C)[C@H]1c1ccccc1	88	0.6	98	90	95	0	86	91
Cc1cc(C)c(C)c(S(=O)(=O)N2CCC(C(=O)Nc3ccccc3N3CCOCC3)CC2)c1C	94	-0.1	102	100	99	2	106	102
COc1ccc(-c2cn3c4c(sc3n2)CCCC4)cc1	98	0.3	105	86	95	68*	103	90
CC(=O)Nc1ccc(OC(=O)CC2SC(=O)NC2=O)cc1 (stereo not drawn)	114	-0.1	103	102	75	1	114	96
C=CCN(c1ccccc1)S(=O)(=O)c1cccc2cccnc12	104	0.1	76	96	94	2	97	95
Cc1ccc(OC(C)C(=O)Nc2ccc(S(=O)(=O)Nc3cc(C)on3)cc2)cc1 (stereo not drawn)	105	-0.1	92	x	100	-2	103	105
Cc1ccc(-c2csc3ncn(CC(=O)OC(C)C)c(=O)c23)cc1	101	0.1	97	101	100	4	98	102
CCOC(=O)N1CCN(Cc2nc3c(c(=O)n(C)c(=O)n3C)n2CCC(C)C)CC1	97	0.0	100	89	94	1	104	98
NC(=S)NC(=O)c1ccccc1	92	0.0	89	92	90	2	x	84
C=CCSc1nc(N2CCOCC2)c2c(c1C#N)CC(C)(C)N(C)C2	104	0.2	91	100	100	-1	107	98
O=C1c2ccccc2CCC12N=NCC2c1ccc(Br)cc1 (stereo not drawn)	95	0.1	97	96	93	6	98	96
CCCCNC(=O)C1CCN(Cc2ccc(OCc3ccccc3)cc2)CC1	121	0.0	76	108	104	4	106	100
Cc1cc(C)nc(SCC(=O)Nc2ncc(Cc3ccc(Cl)c(Cl)c3)s2)n1	102	-0.2	101	107	106	1	91	103
COc1ccc(N2CCN(C(=O)CSc3nnc(NC(=O)C4CCC4)s3)CC2)cc1	97	0.2	96	93	89	1	91	96
CC(=O)n1cc([C@@H]2C=C(C(=O)N3CCOCC3)O[C@H](OCCCCO)C2)c2ccccc21	92	0.1	111	93	90	6	104	103
CCCn1nnnc1SCC(=O)N1C(C)CCCC1C (stereo not drawn)	101	0.1	115	95	102	1	96	101
O=C(CCNS(=O)(=O)c1ccccc1)OCC(=O)c1ccc[nH]1	101	0.2	98	99	88	3	100	99
CC(C)(C)c1cc(CN2CCN(CCO)CC2)cc(C(C)(C)C)c1O	105	0.1	99	101	104	1	102	103
Cc1nc(SC2CC(=O)N(c3ccc([N+](=O)[O-])cc3)C2=O)nc2c1CCCC2 (stereo not drawn)	100	-0.1	102	104	101	0	99	98
Cc1nc(Oc2ccccc2)c2ccsc2n1	86	0.5	124	90	89	-1	93	90
O=C1CS/C(=N\C(=O)N2c3ccccc3Sc3ccccc32)N1	102	0.0	88	99	99	1	108	98
O=C(O)CSc1ncn[nH]1	99	0.0	102	112	104	-1	107	110
O=C(c1cc(COc2cccc(C(F)(F)F)c2)on1)N1CCSCC1	86	0.0	96	89	97	-9	88	103
Cc1ccc(C2CC(c3cccc(Br)c3)n3nc(N)nc3N2)cc1 (stereo not drawn)	111	0.1	105	101	98	2	99	96
CCSc1cc(N2CCCC2)nc(-c2cccc(C)c2)n1	98	0.2	99	95	90	12	93	100
O=C(COc1ccc(Br)cc1)NCCCn1ccnc1	102	0.2	99	99	102	13	94	99
COc1ccc(C(=O)NCCc2cnc[nH]2)cc1OC	105	0.0	92	98	100	0	90	106
Cn1cnc([N+](=O)[O-])c1Nc1ccc(O)cc1	107	0.0	94	102	107	0	103	101
CSc1nc2nccc(-c3ccc(Cl)cc3)n2n1	118	0.1	119	95	110	-2	106	106
COc1ccc(C(=O)n2c(-c3ccco3)nc3ccccc32)cc1	94	0.0	98	87	76	18	97	89
COc1ccc([C@H]2/C=C\CN(S(=O)(=O)c3ccc(C)cc3)[C@@H](C)C(=O)N2Cc2ccc(F)cc2)cc1	87	-0.1	105	81	85	1	119	89
CCOc1cc(/C=C2\N=C3CCCCCN3C2=O)ccc1O	106	-0.1	115	96	103	8	86	109
O=C(c1ccc(Cl)c(Cl)c1)c1cnc(Nc2ccccc2)s1	106	0.0	114	105	103	1	88	100
CCN(C(=O)c1ccc(C)c(Br)c1)c1ccccc1	94	0.2	85	97	94	1	96	103
Cc1cc(C)n(Cc2ccccc2F)c(=O)c1C#N	100	0.1	110	108	99	-1	108	100
C=C1CCN([C@@H](CC(C)C)C(=O)O)S(=O)(=O)c2ccccc21	94	0.1	110	91	88	2	87	94
Cc1nn(-c2ccc(Cl)cc2)c(=O)c2ccccc12	110	0.1	110	85	102	54*	93	106
O=C(OC1CCOC1=O)c1ccc(N2CCCC2)c([N+](=O)[O-])c1 (stereo not drawn)	101	-0.1	105	104	94	1	100	105
COc1ccc(C)cc1NC(=O)C(c1ccccc1)N1CCNC(=O)C1 (stereo not drawn)	105	0.1	117	99	97	8	101	104
COc1ccc(C(CNC(=O)c2cccc(S(=O)(=O)Nc3ccc(C)cc3)c2)N2CCCCC2)cc1 (stereo not drawn)	90	0.2	115	92	94	8	94	90
COc1cc2c(cc1OC)-c1nc3ccccc3c(=O)n1C(C)(C)C2	101	-0.1	91	99	99	11	110	98
COc1cccc(NC(=O)c2nn(C)c3c2CS(=O)(=O)c2ccccc2-3)c1	104	-0.1	94	105	107	9	88	101
COc1ccc(NC(=O)CSc2nnc(NC(=O)c3ccco3)s2)cc1	93	-0.1	105	101	86	5	110	94
COC(=O)CCN1CCc2cc(N=Nc3ccc([N+](=O)[O-])cc3)ccc21	92	0.2	96	92	89	1	103	92
CCc1ccc2c(COC(=O)C3CSC4(C)CCC(=O)N34)cc(=O)oc2c1 (stereo not drawn)	98	-0.1	90	102	94	0	105	98
The listing continues:
SMILES	MEP2 TOR yeast	Efflux pump mplx	Yeast superoxide	AGP1 TOR yeast	CIT2 TOR yeast	AHR act	LAP4-GFP MLPCN	RPL19A-GFP yeast
COc1ccccc1CCC(=O)Oc1ccccc1C#N	100	0.9	101	85	85	x	106	107
CCc1nnc(N2C(=O)c3cccc4cccc(c34)C2=O)s1	101	0.0	113	103	109	76*	102	100
O=C(O)CSc1nnc(-c2cc3ccccc3o2)n1-c1ccccc1	108	-0.1	85	108	99	7	105	103
COc1cc(/C=C(\C#N)c2nc3ccc(C)cc3[nH]2)c([N+](=O)[O-])cc1OC	97	0.2	93	89	88	66*	86	93
O=C(OCc1ccc([N+](=O)[O-])cc1)c1cc2ccccc2oc1=O	103	-0.2	105	96	99	16	100	94
CCOc1ccc(CCNC(=O)CSc2cc(=O)n(C)c3cc(Cl)ccc23)cc1OCC	95	0.4	95	94	86	3	94	94
Cc1cccc(C)c1Nc1nnc(SCC(=O)NCCCN2CCCC2=O)s1	94	-0.1	86	102	96	-1	100	95
CCNC(=O)COC(=O)Cc1ccc(Cl)cc1Cl	109	0.1	77	97	105	2	98	106
CCN=c1scc(-c2ccc(F)cc2)n1/N=C/c1ccccn1	97	0.0	99	91	94	-3	106	94
COc1ccc(OC)c(C2=NOC(C(=O)NCc3ccco3)C2)c1 (stereo not drawn)	101	0.0	96	98	96	9	107	95
O=C(c1ccc(Cl)c(S(=O)(=O)N2CCCC2)c1)N1CCOCC1	110	0.3	111	101	102	0	98	110
O=C(Nc1ccccc1)OCCCc1ccccc1	105	0.6	102	100	95	-1	97	103
COc1cc(CCC(=O)O)on1	105	0.2	95	95	100	-2	88	105
Nc1nc(Cl)c(C=O)c(N2CCCCC2)n1	125	-0.1	91	86	83	2	107	98
CCCS(=O)(=O)N1CCN=C1SCc1cccc(F)c1	103	-0.4	94	104	99	0	105	97
NC(=O)c1ccccc1N/C=C/C(=O)c1cccs1	101	-0.1	96	102	107	8	105	100
CSc1nc2ccc(S(=O)(=O)N3CCc4ccccc43)cc2s1	101	-0.1	90	102	102	2	101	95
COc1ccc(NC(=S)N2CCN(C(=O)C3CCCO3)CC2)cc1 (stereo not drawn)	97	0.0	110	94	99	x	69	111
C=CCn1c(SCc2ccc(C#N)cc2)nnc1-c1cccc(Cl)c1	103	-0.1	100	x	100	-3	99	95
O=C(COC(=O)c1ccc([N+](=O)[O-])s1)Nc1ccccc1	100	0.0	93	105	93	6	107	102
O=[N+]([O-])c1cccc(/C=N/n2c(COc3ccccc3)n[nH]c2=S)c1	88	0.1	96	99	100	5	90	99
CCNc1c(NS(=O)(=O)c2ccc([N+](=O)[O-])cc2)c(=O)oc2ccccc12	109	0.0	126	97	110	6	100	109
O=C(Nc1cccc(F)c1)c1cc(S(=O)(=O)N2CCC(C(=O)O)CC2)ccc1F	106	0.7	90	101	94	0	100	105
CCOc1cc(C(=O)Nc2cc(C)on2)cc(OCC)c1OCC	107	-0.1	105	100	93	64*	102	98

No enrichment for hits; about 3.9% have a hit in one of these screens.
